hgDAF12 agonist = agonists of H. glycines DAF-12 nuclear receptor; activation, % at 6.8 µM; AID 687014; HEK293 GAL4-hgDAF12 UAS-luciferase reporter, agonist luminescence; normalized to butyrate control; hit rate 1.8% among 370,000;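 active = activation above a cutoff set at the mean of all screened compounds plus 3 SD, cut at about 10% in these data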;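 note: 0% = DMSO wells and 100% = sodium butyrate wells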
ADAM10 inh = ADAM10 inhibition, QFRET primary screen | recombinant ADAM10, EDANS/DABCYL FRET peptide cleavage, 3 h | O14672 | hit rate 0.62% among 370,000 | inhibition, % at 7 µM;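 active = inhibition above a per-campaign cutoff equal to the mean of compounds falling between control-based bounds plus 3 SD, cut at about 20% in these data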;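 note: 0% = DMSO wells while the 100% control is not disclosed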
Target sequence (O14672 214-748 limits assumed): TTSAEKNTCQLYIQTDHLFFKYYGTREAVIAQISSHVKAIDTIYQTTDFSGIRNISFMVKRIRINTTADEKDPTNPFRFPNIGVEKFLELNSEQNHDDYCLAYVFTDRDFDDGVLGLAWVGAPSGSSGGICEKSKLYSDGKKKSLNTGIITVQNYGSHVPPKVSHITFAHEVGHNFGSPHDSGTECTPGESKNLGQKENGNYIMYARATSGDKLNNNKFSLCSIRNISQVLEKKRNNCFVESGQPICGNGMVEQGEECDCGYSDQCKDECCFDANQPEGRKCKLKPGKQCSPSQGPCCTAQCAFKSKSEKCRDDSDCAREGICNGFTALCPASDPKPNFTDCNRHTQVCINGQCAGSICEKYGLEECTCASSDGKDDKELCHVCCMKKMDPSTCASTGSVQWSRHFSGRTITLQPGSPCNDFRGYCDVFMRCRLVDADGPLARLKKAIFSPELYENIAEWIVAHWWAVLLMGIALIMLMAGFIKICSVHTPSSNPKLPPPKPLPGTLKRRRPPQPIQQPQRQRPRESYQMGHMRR
GAA850 FXN act = activators of GAA850 frataxin (FXN) promoter | AID 540364 | hit rate 0.56% among 360,000 | HEK293 lucGAA850 FXN promoter luciferase reporter, 24 h; percent of 10 µM SAHA response | activation, % at 6 µM;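 active = activation above the average of all compounds screened plus 3 SD, cutoff fixed separately per campaign, cut at about 7.5% in these data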;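 note: 0% = DMSO wells and 100% = 10 µM SAHA wells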
HGIII-sPLA2 inh = Inhibits HGIII-sPLA2 liposome hydrolysis, primary screen. QFRET BODIPY PC-A2 liposome hydrolysis, fluorescence. Q9NZ20. inhibition, % at 12.2 µM. hit rate 0.56% among 370,000;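 active = inhibition above mean plus 3 SD of compounds lying within the high and low control bounds, cut at about 19% in these data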;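 note: 0% = median of test compound wells and 100% = no enzyme DMSO wells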
NPR1 activator = GC-A (human) enzyme activation; P16066; HEK293 GC-A cells, cGMP TR-FRET, EC30 ANP; 0% at EC30 ANP, 100% saturating ANP; activation, % at 10 µM; hit rate 0.14% among 370,000; AID 1671463; in the data active = activation above about 40%
hcDAF12 agonist = activators of H. contortus DAF-12 nuclear receptor. HEK293 hcDAF-12 lit1-tk-luc reporter, luminescence; 0% DMSO, 100% Δ7-dafachronic acid. activation, % at 6.8 µM. hit rate 1.4% among 370,000;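 active = activation above the mean of all tested compounds plus 3 SD, cut at about 5.5% in these data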;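 note: 100% = response to 3 µM Δ7-dafachronic acid high control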
SMARCA2 activ = increases SMARCA2 function in MMTV reporter cells; MG213 cells, MMTV-luciferase reporter, dexamethasone, overnight; activation, % at 9.1 µM; hit rate 1% among 370,000; AID 652017; in the data active = activation above about 7.8%;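 note: 0% = vehicle wells and 100% = reference activator wells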
DAX1 inh-1 = inhibitors of DAX1 repression of SF-1 activated StAR promoter; HEK293T StAR-luciferase reporter, SF-1/DAX-1 repression relief; inhibition, % at 6.8 µM; hit rate 1.1% among 370,000; AID 652010;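 active = inhibition above the mean over all tested compounds plus 3 SD, cut at about 3.6% in these data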;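 note: 0% = DAX-1 cells with DMSO and 100% = cells lacking DAX-1 with DMSO; higher inhibition means more luminescence from relief of DAX-1 repression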
NPR2 activator = GC-B (human) receptor activation; P20594; HEK293-GC-B cells, CNP EC30, cGMP TR-FRET; 0% at EC30 CNP, 100% saturating CNP; activation, % at 10 µM; hit rate 0.11% among 370,000; AID 1920062;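 active = activation at 10 µM reaching about 35% in either raw or pattern-adjusted values, limit read from the data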
ssDAF-12 act = activators of S. stercoralis DAF-12 nuclear receptor; activation, % at 6.8 µM; HEK293 ssDAF-12/GRIP1 lit1-tk-luc reporter, luminescence; % of 3 µM dafachronic acid response; hit rate 1% among 370,000;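 active = activation above the mean over all tested compounds plus 3 SD, cut at about 0.9% in these data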;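 note: 0% = DMSO-only wells and 100% = 3 µM delta7-dafachronic acid wells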
DAX1 inh-2 = inhibits human nuclear receptor DAX1. HEK293 Gal4-DAX1 luciferase reporter, luminescence. inhibition, % at 6.75 µM. hit rate 0.99% among 340,000. AID 504766;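 active = inhibition above the mean over all tested compounds plus 3 SD, cut at about 4.2% in these data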;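 note: 0% = DAX1-transfected cells with DMSO and 100% = empty-vector control cells with DMSO; inhibition shows as a rise in luminescence from relieved DAX1 repression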
Target sequence (P51843 207-470 limits assumed): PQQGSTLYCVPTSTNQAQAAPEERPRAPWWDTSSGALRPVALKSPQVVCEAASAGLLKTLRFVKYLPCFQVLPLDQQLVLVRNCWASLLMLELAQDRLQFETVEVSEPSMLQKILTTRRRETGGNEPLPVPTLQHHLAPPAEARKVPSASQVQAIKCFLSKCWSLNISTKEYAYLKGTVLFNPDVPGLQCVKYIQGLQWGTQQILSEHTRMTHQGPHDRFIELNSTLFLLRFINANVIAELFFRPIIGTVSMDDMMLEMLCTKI
* = called active by the depositor; i = inactive; . = no result given. Hits appear at their usual frequency, and some 6.6% of all compounds hit somewhere here.

SMILES	hgDAF12 agonist	ADAM10 inh	GAA850 FXN act	HGIII-sPLA2 inh	NPR1 activator	hcDAF12 agonist	SMARCA2 activ	DAX1 inh-1	NPR2 activator	ssDAF-12 act	DAX1 inh-2
O=C(OCc1ccc(Br)cc1)c1cnc(Cl)c(Cl)c1	-1.1	7	-0.6	2	15	-0.5	0	-0.2	-4	-1.1	-0.3
CCCCCCCC(=O)Nc1ccc(S(=O)(=O)Nc2nccs2)cc1	0.2	1	-1.9	-43	0	-2.6	-1	-0.6	-1	-1.4	1.2
O=C(Nc1ccccc1)c1ccc(-c2ccc(F)cc2)s1	13*	-10	2.0	-8	1	5.4	0	7.1*	-2	1.0*	1.6
COc1ccc(-c2nc(C#N)c(N3CCOCC3)o2)cc1OC	2.6	i	4.0	1	0	-2.2	0	0.0	-5	-1.0	1.9
O=C(COc1cccc2cccnc12)N/N=C/c1cccn1-c1ccc(F)cc1	-0.7	-7	-0.8	-20	-3	-2.5	-3	-0.3	-1	-1.4	-1.0
Cc1nn(-c2ccccc2)c(C)c1CCC(=O)O	3.1	-5	4.7	-2	2	2.2	4	0.4	3	-0.1	-1.3
COc1ccc(N2CCN(CCCNC(=O)Cn3c(=O)c4cccn4c4cccnc43)CC2)cc1	0.3	-15	-0.1	3	0	-0.3	-1	-0.7	-7	-1.1	2.1
COC(=O)CN(c1cc(Cl)ccc1OC)S(=O)(=O)c1ccc(C)cc1	1.4	4	-3.0	-5	-38	-1.4	-3	0.2	-15	-1.1	-0.6
Nc1nc(F)nc2c1ncn2[C@@H]1O[C@H](CO)[C@@H](O)[C@H]1O	-17	6	-14	0	-3	-8.2	-12	-7.5	-6	-3.5	-5.2
CCCc1cc(=O)n2c([nH]c3ccccc32)c1C#N	1.4	i	-1.8	2	7	-1.8	1	0.7	2	-0.6	-0.5
CCCCOc1ccc(/C=N/Nc2cc(N3CCOCC3)nc(C)n2)cc1	-0.8	-3	0.5	4	-5	-0.2	-2	-0.1	-3	-1.5	0.0
Cc1ccc(CSc2nnc(-c3ccc(NS(=O)(=O)c4ccccc4)cc3)o2)cc1	-0.8	18	1.9	-66	0	-3.6	11*	0.2	-1	1.7*	-0.4
O=C(NC1CCN(Cc2ccccc2)CC1)c1ccc2c(c1)[nH]c(=O)n2Cc1ccc(F)cc1	-5.0	-4	-2.0	-20	1	-4.2	-8	-2.4	-3	-2.4	-2.1
O=C(NNC(=O)C1CCN(c2ncccn2)CC1)c1ccncc1	3.7	-15	1.7	1	0	-1.0	-2	0.3	4	-2.3	-0.4
CCOC(=O)Nc1csnn1	-0.5	5	2.1	1	0	-0.6	4	-0.5	5	-1.3	0.9
CC(=O)N[C@H]1C[C@@H]1c1ccccc1	1.6	-3	2.2	4	0	-1.0	0	0.7	5	-1.1	-0.5
COc1ccc(N2CCCC2)c(NC(=O)COc2ccccc2Cl)c1	1.3	-16	0.9	-2	-7	3.6	-1	0.4	1	1.5*	0.4
Cc1sc2nc(C)n(/N=C/c3ccccc3O)c(=O)c2c1C	0.4	-1	1.5	1	-4	-2.0	2	0.1	0	-1.6	0.0
CN(C)CC(O)COC(c1ccccc1)c1ccccc1 (configuration not stated)	0.8	1	2.1	0	-9	-1.4	-1	0.3	-7	-1.1	0.2
Cn1c(SCC(=O)NC2CCCCC2)nc2c(c1=O)SCC2	-0.1	-3	2.0	-1	0	2.0	1	-0.9	1	-1.3	-0.3
CC1CCC(C(=O)NC(C(=O)NCCc2ccc(S(N)(=O)=O)cc2)C(C)C)CC1 (configuration not stated)	0.6	6	1.6	-2	-2	-0.5	0	0.3	-6	-1.2	0.1
O=[N+]([O-])c1ccc(C(O)CNC(=S)Nc2ccccc2)cc1 (configuration not stated)	2.2	13	0.3	5	0	-1.8	0	-0.2	-3	-1.0	-0.6
Cc1ccc(NC(=O)CCSCCC(=O)Nc2ccc(C)c(C)c2)cc1C	-1.2	7	1.5	-21	-4	-1.1	-2	-0.1	-9	-1.4	-0.6
CCNC(=O)c1cc2c(c(-c3cccc(-c4ccccc4F)c3)n1)[C@H](CCO)N(C(=O)CC)C2	-4.0	1	.	-8	1	-3.4	-1	-3.4	5	-1.1	.
COc1cccc(C2=CC(=O)CCC2)c1OC	-1.9	-1	2.3	1	-1	-0.1	1	-0.1	-4	-1.4	-0.3
O=C(CCNc1cc(Cl)cc(Cl)c1)c1cccs1	4.0	22*	6.2	-20	2	1.8	-2	0.0	-4	-0.4	-0.2
CCCCC(=O)NC1(C(F)(F)F)NC(=O)N(C)C1=O (configuration not stated)	-3.1	5	0.3	0	5	-0.5	0	-0.1	-6	-1.3	0.8
COc1ccc(N2CC(=O)N(c3ccccc3)C2=S)cc1	12*	4	4.8	-40	1	4.3	11*	1.8	2	-0.3	0.0
CC(=O)Nc1sc(NC(=O)c2ccccc2)nc1-c1cccs1	0.1	-10	-1.7	7	3	-3.7	-3	-0.9	1	-1.2	1.8
O=C(Nc1ccc(S(=O)(=O)N2CCOCC2)cc1)C1CCN(S(=O)(=O)c2ccc(Cl)cc2)CC1	-3.7	-2	-0.1	-22	-1	-1.7	-4	-2.8	-2	-1.4	-2.2
CCCc1cc(=O)[nH]c(SC(C)C(=O)Nc2ccc3c(c2)OCCO3)n1 (configuration not stated)	-4.0	-9	-3.3	-11	-4	0.5	-2	-0.8	-4	-1.5	0.6
COc1ccc(C(=O)Nc2ccc(/C(C)=N/NC(=O)c3ccncc3)cc2)cc1	9.4	8	5.6	9	5	1.1	5	1.2	6	0.4	0.6
CC(C)COc1ccc(C(=O)Nc2ccc(NC(=O)c3ccco3)c(Cl)c2)cc1	0.9	1	-0.7	-5	-3	-1.8	2	-0.2	-3	-1.6	0.4
Nc1cccc(S(=O)(=O)Nc2ccc(SC(F)F)cc2)c1	-2.0	7	2.4	-11	9	-0.8	-1	0.3	-3	-1.8	1.4
CC(=O)c1cccc(N(CC(=O)Nc2cccnc2)S(C)(=O)=O)c1	-1.5	-1	-0.7	-6	.	-0.5	2	0.4	.	-0.5	0.8
CCC1=NN2C(=N)/C(=C/c3ccc(OS(=O)(=O)c4ccc(C)cc4)c(OC)c3)C(=O)N=C2S1	1.4	-45	1.9	-24	-2	0.0	-2	0.1	0	-1.0	-0.3
COc1ccc(C(C)=O)cc1CSc1nncn1-c1ccccc1	-1.1	-1	0.0	-5	2	-1.5	-2	-0.3	-4	-0.6	0.5
C=CCSc1nc2sc3c(c2c(=O)n1CC)CCc1ccccc1-3	2.7	0	1.9	3	5	4.1	0	-0.6	9	-0.3	-0.3
COc1cc(C)c(S(=O)(=O)NCc2cccnc2)cc1C	1.0	-5	1.8	5	1	-1.6	1	-0.3	0	-1.6	-0.7
Cc1cc(=O)[nH]c(SCc2nc3ccc([N+](=O)[O-])cc3[nH]2)n1	-2.8	4	0.8	-2	1	2.0	1	0.1	0	-1.2	-0.8
CCOC(=O)c1cc2c(n(-c3ccccc3)c1=O)CC(C)(C)CC2=O	-0.7	-70	-0.2	2	5	-0.9	-3	0.6	0	-1.1	-0.4
CC1CN(C(=S)NC(=O)C2CCCCC2)CC(C)O1 (configuration not stated)	-1.4	1	1.9	0	2	-2.8	1	-0.4	4	-1.1	0.1
COc1cc(Br)cc(/C=C/c2ccc3cccc(O)c3n2)c1O	0.3	6	-0.2	15	-1	1.0	6	-1.7	-4	-1.1	-1.5
COc1cc(/C=N\Nc2nc3ccccc3o2)cc(OC)c1OC	5.1	-5	-1.7	-8	20	-0.7	0	0.0	3	-1.2	0.6
COc1ccc(/C=C/C(=O)OCC(=O)NC(C)CCc2ccccc2)cc1 (configuration not stated)	-1.3	-8	1.1	-4	3	-1.7	-4	-0.5	2	-1.1	-0.9
Cc1ccc(C(=O)N(CN2CCCC2=O)c2ccccc2)cc1C	1.5	4	1.8	3	3	1.1	2	0.1	-4	-0.5	-1.1
O=C(COC(=O)c1cc(-c2ccccc2)nc2ccccc12)Nc1ccc2c(c1)OCO2	-0.9	-8	1.7	0	0	1.7	-4	-0.1	-4	-1.5	-1.8
COc1ccc(-c2[nH]c(-c3ccc(C)cc3)nc2SCC(=O)NC2CCCC2)cc1	-3.9	-19	-2.1	9	-5	-1.0	-1	0.0	-8	0.0	0.3
Cc1cc(C)cc(OCC(=O)NC2CCCc3ccccc32)c1 (configuration not stated)	3.3	2	0.4	-2	-6	0.1	-1	-0.1	-6	-1.5	-2.9
O=C(Oc1ccccc1-c1nnco1)c1ccccc1	-1.1	4	0.7	1	0	1.0	2	-0.1	-2	-1.4	-0.4
N#CC1=C(Nc2ccccc2)SC=C(c2ccc(Br)cc2)N=C1N1CCOCC1	4.4	7	-1.3	10	-18	-0.7	1	0.9	-16	-1.1	1.3
Cc1ccc(Cn2ccc(O)c(Cc3ccccc3)c2=O)cc1	-1.2	-1	0.7	-2	4	-1.1	-1	0.2	2	-1.3	0.5
COc1cc([C@@H]2CC=C(C(=O)O)[C@H](c3cccc(Cl)c3)N2S(=O)(=O)c2ccc(C)cc2)cc(OC)c1OC	-0.2	-3	0.9	-6	-2	-0.3	1	-0.2	3	-1.1	0.8
Cn1c(=O)c2c(ncn2CCC(=O)N/N=C/c2ccccc2)n(C)c1=O	-0.7	3	-1.3	6	1	-0.3	-6	-0.1	-5	-1.3	0.8
NS(=O)(=O)c1ccc(CCNC(=O)C(=O)C2C(=O)Nc3ccccc32)cc1 (configuration not stated)	6.9	-8	2.6	4	-3	5.5	-3	0.1	1	0.4	-0.1
CC1C(=O)NN=C1C(=O)N/N=C\C(Br)=C\c1ccccc1 (configuration not stated)	5.9	-7	6.3	-9	-9	1.3	6	1.9	-4	-0.1	-0.7
N#Cc1cccc(NC(=O)CNc2cc(S(=O)(=O)N3CCOCC3)ccc2N2CCCC2)c1	0.8	-14	1.1	-7	4	-1.6	-3	-1.1	6	-1.1	2.1
COC(=O)C1=C(C)N(c2ccccc2)/C(=C/c2ccco2)C1=O	-0.5	-12	1.5	6	-17	-3.0	-4	-0.1	-25	-0.5	0.5
Cc1ccc(C(=O)CC(=O)c2cc(Cl)ccc2O)cc1	9.2	-4	2.1	-2	2	2.9	3	3.1	-2	1.1*	2.1
Cc1ccc(NC(=O)C(C)OC(=O)CCNS(=O)(=O)c2ccc(C)cc2)cc1 (configuration not stated)	-2.8	7	-1.4	-23	0	1.4	-2	-0.1	-2	-0.7	-0.9
c1ccc(CNCCCn2cnc3c(OCc4ccccc4)ncnc32)cc1	0.8	-7	1.0	-3	-5	-1.2	-2	1.2	-12	-0.7	0.8

Screens: PubChem, several laboratories
